# Assay outcomes from PubChem.
# HCMV antiviral: blocks human cytomegalovirus replication; HFF cells, HCMV-luciferase reporter, 72 h; hits give low values; actives 4.5% (n = 410,000); activity change, negative = inhibition, % at 57.5 µM; in the data active = activity change below about -60%; inconclusive = no clear call, values can overlap the other calls; inactive = above about -39%
#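 Inhibition of viral replication was scored as loss of reporter luminescence in HFFs infected with HCMV-luciferase (MOI 1 PFU/cell) for 72 h; compounds tested at 2 doses, normalized to buffer and Salinomycin controls.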
# AmpC inh no detg: AmpC beta-lactamase inhibition without detergent; actives 0.52% (n = 330,000); P00811; AmpC nitrocefin hydrolysis, absorbance 480 nm, 0.0001% Triton; Potency, µM (titrated, usually from 57.1 µM), without a hit: at the top dose activity change, negative = inhibition, hits mostly inhibitors; AID 485341;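 also: potency is read from the fitted curve at half-maximal effect; plate controls were no compound for no effect and no enzyme for full effect; nearly all actives have a fitted effect of over 20% in size; some results filed as inactive show a strong effect at the top dose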
# Target sequence (P00811 whole entry, looked up): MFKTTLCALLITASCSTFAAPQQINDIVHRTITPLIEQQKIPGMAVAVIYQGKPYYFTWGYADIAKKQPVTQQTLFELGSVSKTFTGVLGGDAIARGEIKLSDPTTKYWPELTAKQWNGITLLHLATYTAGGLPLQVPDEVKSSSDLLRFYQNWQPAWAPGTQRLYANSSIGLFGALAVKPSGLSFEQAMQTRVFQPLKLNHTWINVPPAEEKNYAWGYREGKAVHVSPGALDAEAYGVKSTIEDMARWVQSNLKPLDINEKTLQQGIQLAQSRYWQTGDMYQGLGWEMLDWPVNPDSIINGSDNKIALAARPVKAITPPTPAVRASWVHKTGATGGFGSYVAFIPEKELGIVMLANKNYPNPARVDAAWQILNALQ
#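 AmpC (5.3 nM in the dispensed reagent) in 20 mM phosphate pH 7.0 with 0.01% (detergent screen) or 0.0001% Triton X-100 was preincubated with compounds for 15 min at room temperature. Nitrocefin was then added from an 800 uM solution, and hydrolysis was followed at 480 nm.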
# AMA1-RON2 inh: AMA1-RON2 (P. falciparum) interaction inhibition; Potency, µM (series often up to 58.2 µM), without a hit: at the top dose activity change, negative = inhibition, actives largely listed as inhibitors; AlphaScreen AMA1-biotinylated RON2 peptide binding; AID 720542; actives 0.2% (n = 360,000);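 also: potency is read from the fitted curve at half-maximal effect; 0% = vehicle wells and -100% = peptide control; nearly all actives have a fitted effect of over 45% in size; some results filed as inactive show a strong effect at the top dose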
#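 AMA1 (3D7) with his tag at 25 nM final met compounds first, then biotinylated RON2 peptide at 25 nM; detection used donor plus acceptor beads, 10 µg/mL apiece, read by AlphaScreen after 30 min at room temperature.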
# * = called active by the depositor; ? = inconclusive; nt = not tested or not shown; [ ] = another dose, or the depositor's remark. Unless noted, calls follow the shape of the dose curve; as a rule, active = well fitted inhibition curve with a large enough effect; inconclusive = small, poorly fitted or top-dose-only effect; inactive = no such curve, though single readings can be large or run the other way. Unless noted, % is scaled to controls: 0 for no effect and ±100 for the full control effect.
SMILES,HCMV antiviral,AmpC inh no detg,AMA1-RON2 inh
CC(NC(=O)c1ccc([N+](=O)[O-])o1)C1CC2CCC1C2 (centres undefined),nt,-9%,-1%
C#CCOCCOCCOCCNc1nc(N2CCN(C(=O)C([C@@H](C)O)n3cc([C@@H](N)CCCCN)nn3)CC2)nc(N2CCN(C(=O)[C@H](CCCN=C(N)N)n3cc(C(N)[C@@H](C)CC)nn3)CC2)n1 (some centres undefined),nt,42%,27%
COc1ccc2c(c1)[C@H]1[C@H](CO2)[C@H](c2ccccc2)[C@]2(C)C(=O)N(Cc3ccc(C)cc3)CC(=O)N12,nt,19%,2%
Cc1ccc2c(c1)C(=O)N1[C@H]3c4ccccc4OC[C@@H]3[C@H](c3ccccc3)[C@]1(C)C(=O)N2,nt,-11%,-15%
C#CCOCCOCCOCCNc1nc(N2CCN(C(=O)C([C@@H](C)O)n3cc([C@@H](N)CCCCN)nn3)CC2)nc(N2CCN(C(=O)[C@H](CCCCN)n3cc(CN)nn3)CC2)n1 (some centres undefined),nt,27%,13%
COc1cc(/C=C2\Oc3ccc(C#Cc4ccc(O)cc4)cc3C2=O)cc(OC)c1,nt,-28%,1%
O=C1/C(=C/c2ccccc2)C[C@@]2(O)[C@H]3Cc4ccc(O)c5c4[C@@]2(CCN3CC2CC2)C1O5 (some centres undefined),nt,-21%,12%
CCOC(=O)CCCCCC(=O)Nc1ccc2c(c1)C(=O)N([C@H](C)CO)C[C@H](C)[C@@H](CN(C)C(=O)Nc1ccc(OC)cc1)O2,nt,201%[activator],14%
CC1=CC(=O)OC2CC3OC4C[C@@H](C)C5OC6CC7O[C@]8(C)C/C=C\C9OC%10CC%11OC(CC(C)C%12OCCO%12)CC(O)[C@]%11(C)OC%10CC9OC8C[C@]7(C)O[C@]6(C)CCC5OC4C[C@]3(C)OC12 (some centres undefined),nt,152%[activator],-1%
C[C@@]12C(=O)Nc3ccc(F)cc3C(=O)N1[C@H]1c3ccccc3OC[C@@H]1[C@@H]2c1ccccc1,nt,-17%,10%
CC[C@H](C)/C=C(C)/C=C/C1=CC2=C(Cl)C(=O)[C@](C)(OC(C)=O)C(=O)C2=CO1,nt,-23%,?
C=CC(=O)Nc1ccc(Nc2nc(NC3CCC(N(C)C)CC3)nc3c2ncn3C(C)C)cc1 (centres undefined),nt,-8%,-17%
COc1cc2c(cc1CNC[C@H]1O[C@@H](n3cnc4c(N)ncnc43)[C@H](O)[C@@H]1O)OCO2,nt,-16%,-3%
COc1ccc(C2=NOC(Cn3nc(-c4ccccc4)cc3C(=O)NCc3cccc(C(F)(F)F)c3)C2)cc1 (centres undefined),nt,-15%,-1%
C[C@]12c3[nH]c4cc(-c5ccco5)ccc4c3CCN1C(=O)[C@@H](CC(=O)NCCCn1ccnc1)C[C@@H]2C(=O)N1CCOCC1,nt,236%[activator],?
COc1ccc2c(-c3ccc(OCCN4CCOCC4)cc3)c(-c3ccccc3OC)sc2c1,nt,103%[activator],?
CC[C@]12c3[nH]c4cc(CCC(=O)N(C)C)ccc4c3CCN1C(=O)[C@@H](CC(=O)NC/C=C(\C)CCC=C(C)C)C[C@@H]2C(=O)N1CCN(C(=O)c2ccco2)CC1,nt,245%[activator],-11%
Nc1ncnc2c1ncn2[C@@H]1O[C@H](CNC(=O)[C@@H]2CCC(=O)N2)[C@@H](O)[C@H]1O,nt,-13%,8%
CC(=O)OC(C)(C)/C=C/C(=O)[C@](C)(O)C1[C@H](O)C[C@@]2(C)C3CC=C4C(C[C@H](O)C(=O)C4(C)C)[C@]3(C)C(=O)C[C@]12C (some centres undefined),nt,125%[activator],-3%
O=C1c2cc(Br)ccc2N(Cc2ccc(Br)cc2)S(=O)(=O)C1c1cc(Cl)c(Cl)cc1[N+](=O)[O-] (centres undefined),nt,2µM*,-6%
O=C1CCCC(=NNC(=O)c2cc3ccccc3cc2O)C1,nt,32µM*,47%[activator]
CCCC[C@@H](C)C[C@@H](C)C(=O)N(C)[C@@H](CC(C)C)C(=O)N[C@H](C(=O)N(C)[C@H](C(=O)N1C[C@@H](O)C[C@H]1C(=O)N1C(=O)C=C[C@@H]1C)C(C)C)C(C)OC(C)=O (some centres undefined),nt,283%[activator],0%
CC(=O)c1ccc(O[C@@H]2O[C@H](CO)[C@@H](O)[C@H](O)[C@H]2O)cc1,nt,3%,-3%
Cc1ccc(S(=O)(=O)Nc2ccc3c(c2)CC(=O)N([C@H](C)CO)C[C@@H](C)[C@H](CN(C)Cc2ccc(-c4ccccc4)cc2)O3)cc1,nt,112%[activator],-16%
O=C(C[C@H]1C[C@H](C(=O)N2CCOCC2)[C@@]2(CCC3CCCC3)c3[nH]c4cc(-c5ccco5)ccc4c3CCN2C1=O)NCCC1=CCCCC1,nt,100%[activator],-25%
O=C(C[C@H]1C/C=C\C[C@H](NC(=O)OCC2c3ccccc3-c3ccccc32)C(=O)OC[C@@H]2CCCN2C1=O)N[C@H](CO)Cc1ccccc1,nt,285%[activator],13%
N#Cc1cccnc1N1CCN(C(=O)c2cccc3c2C(=O)c2ccc(-c4ccc(Cl)c(C(F)(F)F)c4)cc2S3(=O)=O)CC1,nt,-27%,2%
O=[N+]([O-])c1ccccc1-c1cc(-c2ccccc2[N+](=O)[O-])on1,25,nt,nt
Cc1nc([N+](=O)[O-])cn1CC(Cl)Cn1cc([N+](=O)[O-])nc1C,-3,nt,nt
CC(/C=N/c1ccccn1)=N\c1ccccn1,-20,nt,nt
CC(C)c1ccc(OCCCN2CCC(C(O)(c3ccccc3)c3ccccc3)CC2)cc1,-99*,nt,nt
CC(=O)Nc1ccc(S(=O)(=O)N[C@H]2CC[C@@]34CCCN3C(=O)CCC[C@H]4[C@H]2Cc2ccccc2)cc1,-8,nt,nt
CC(C)(C)S(=O)(=O)N1C[C@H]2C(=C(CCO)C[C@H]3C(=O)N(c4ccccc4)C(=O)[C@H]32)[C@@H]1CCO,31,nt,nt
COc1ccc2c(c1)C(n1c(C)ccc1C)C(=O)N2Cc1ccc(Cl)nc1 (centres undefined),-9,nt,nt
C=CCN=C1NC(c2cccc(Cl)c2)C(C(=O)OC)=C(C)N1Cc1cccc(C(F)(F)F)c1 (centres undefined),?,nt,nt
C[C@@H]1NS(=O)(=O)c2ccc(F)cc2O[C@@H]1c1ccccc1,27,nt,nt
COc1ccc(C=CC(=O)c2c(N)n(C)c(=O)n(C)c2=O)cc1,54,nt,nt
CC(C)(C)c1ccc(-c2cc(NC(=O)Cc3c[nH]c4ccccc34)ccc2Nc2cccnc2)cc1,57,nt,nt
COC(=O)C1=C(c2ccc(OC(F)(F)F)cc2)C[C@@H]2CC[C@H]1N2C(=O)NCc1ccco1,-8,nt,nt
CCCCCCCCN1C(=O)[C@@H](CC(=O)NCC23CC4CC(CC(C4)C2)C3)C[C@@]2(C(=O)OC)C1=C[C@H](C(C)(C)C)O[C@@H]2C,-29,nt,nt

# 4 records drawn at random from the list so far, as already listed:
SMILES,HCMV antiviral,AmpC inh no detg,AMA1-RON2 inh
C[C@@H]1NS(=O)(=O)c2ccc(F)cc2O[C@@H]1c1ccccc1,27,nt,nt
N#Cc1cccnc1N1CCN(C(=O)c2cccc3c2C(=O)c2ccc(-c4ccc(Cl)c(C(F)(F)F)c4)cc2S3(=O)=O)CC1,nt,-27%,2%
COc1ccc(C=CC(=O)c2c(N)n(C)c(=O)n(C)c2=O)cc1,54,nt,nt
CC(=O)Nc1ccc(S(=O)(=O)N[C@H]2CC[C@@]34CCCN3C(=O)CCC[C@H]4[C@H]2Cc2ccccc2)cc1,-8,nt,nt

# Additional records follow:
SMILES,HCMV antiviral,AmpC inh no detg,AMA1-RON2 inh
CNc1nc2cnc(Nc3ccc(F)c(Cl)c3)cc2n1-c1cc(OC)c(OC)c(OC)c1,76,nt,nt
COC(=O)c1ccc(Nc2nccc3[nH]c(-c4cccc(C(F)(F)F)c4)cc23)cc1,4,nt,nt
CC(C)c1ccc(CN2C(=O)C(n3cccc3)c3ccccc32)cc1 (centres undefined),-5,nt,nt
Cc1cc(=O)oc2cc(CN3C(=O)C(=O)c4cc(F)ccc43)ccc12,-39,nt,nt
Nc1ncnc(N)c1NC(=O)c1ccccc1,-101*,nt,nt
C[C@H]1CN(C(=O)OC(C)(C)C)CCN1c1ccc(N2CC[C@@H](O)C2)c(C#N)c1,34,nt,nt
COc1ccc([C@@H]2[C@@H](C(=O)N3CCCC3)CC(=O)N2C(=O)/C=C/c2ccccc2)cc1,?,nt,nt
Cc1ccccc1CN1CCN(c2ncc(C(=O)NCCN(C)C)s2)C1=O,-18,nt,nt
O=C(Nc1nc(-c2ccc3c(c2)OCCO3)cs1)c1ccco1,0,nt,nt
Cc1ccccc1CN1CCN2C=C(C(=O)NCC3CC3)OC2=NC1=O,11,nt,nt
O=C(Nc1cccc([N+](=O)[O-])c1)OCc1ccc2c(c1)OCO2,9,nt,nt
COc1ccc(S[C@]2(C(=O)N3CCOCC3)CC(=O)N(c3ccc4ccccc4c3)[C@@H]2c2ccc(OC)cc2)cc1,-10,nt,nt
CC(C)(C)[Si](C)(C)OCc1ccc(-c2c3c(cc4ccc(Cl)cc24)CCC3=O)cc1,1,nt,nt
O=C(Nc1ccccc1F)N1CC(=O)N2[C@H](CO)[C@H](c3ccc(Br)cc3)[C@@H]2C1,18,nt,nt
O=C(Nc1ccc(Cl)cc1)c1csc(C(O)c2cccc(OC(F)(F)F)c2)n1 (centres undefined),-36,nt,nt
CC(=O)c1ccccc1NC(c1nnnn1-c1c(C)cccc1C)C1CC1 (centres undefined),?,nt,nt
CCCCNC(=O)c1nc2cc(C)c(C)cc2nc1-c1ccccc1,17,nt,nt
CCN(CCOC(=O)Nc1ccc(Cl)cc1)C(=O)Nc1ccc(Cl)cc1,9,nt,nt
C[C@H]1COc2cc(NCCCN3CCOCC3)ccc2S(=O)(=O)N1,-16,nt,nt
CCNC(=O)N[C@H]1CC[C@@]23CCCN2C(=O)CCC[C@H]3[C@H]1C,-6,nt,nt

# Some of the entries above, reformatted:
COc1ccc(S[C@]2(C(=O)N3CCOCC3)CC(=O)N(c3ccc4ccccc4c3)[C@@H]2c2ccc(OC)cc2)cc1
- HCMV antiviral: -10
- AmpC inh no detg: nt
- AMA1-RON2 inh: nt

C[C@H]1CN(C(=O)OC(C)(C)C)CCN1c1ccc(N2CC[C@@H](O)C2)c(C#N)c1
- HCMV antiviral: 34
- AmpC inh no detg: nt
- AMA1-RON2 inh: nt

O=C(Nc1ccc(Cl)cc1)c1csc(C(O)c2cccc(OC(F)(F)F)c2)n1 (centres undefined)
- HCMV antiviral: -36
- AmpC inh no detg: nt
- AMA1-RON2 inh: nt

CC(C)c1ccc(CN2C(=O)C(n3cccc3)c3ccccc32)cc1 (centres undefined)
- HCMV antiviral: -5
- AmpC inh no detg: nt
- AMA1-RON2 inh: nt

# (continued)
SMILES,HCMV antiviral,AmpC inh no detg,AMA1-RON2 inh
CN1c2ccccc2[C@@]2(CCN=C2N2CCOC2=O)[C@H]1c1cn(C)c2ccccc12,7,nt,nt
Cc1ccc(C2NC(=O)c3n[nH]c(C)c32)cc1 (centres undefined),35,nt,nt
COc1ccccc1Cc1c(-c2cccc(Br)c2)nc2ccc(C)cn12,55,nt,nt
O=S1(=O)N[C@H](Cc2ccccc2)COc2cccc(N3CCCC3)c21,-8,nt,nt
CC(C)c1[nH]nc2c1C(c1ccccc1)NC2=O (centres undefined),11,nt,nt
Cc1ccc(NC(=O)N[C@H]2CC[C@@]34CCCN3C(=O)CCC[C@H]4[C@H]2C)cc1,-3,nt,nt
C=CCN1[C@@H](C)[C@H](c2ccccc2)Oc2cccc(N3CCCC3)c2S1(=O)=O,-31,nt,nt
C[C@@H]1CN([C@@H](C)CO)C(=O)CCCn2cc(nn2)CO[C@H]1CN(C)C(=O)C1CC1,3,nt,nt
CC(C)(C)c1cc(O)ccc1O,-27,nt,nt
Cc1ccc(CN2C(=O)[C@H]3Cc4c([nH]c5ccccc45)C(C)(C)N3C2=O)cc1,0,nt,nt
C[C@@H]1CN([C@@H](C)CO)C(=O)CCCn2cc(nn2)CO[C@H]1CN(C)C(=O)Nc1cccc2ccccc12,28,nt,nt
CC(C)(C)S(=O)N1CCC[C@@H]1c1noc2cc3ccccc3cc12 (some centres undefined),-8,nt,nt

# These rows are one share of the data; count on the stated rates, not on these rows.
